# miR-122 sensor: miR-122 Renilla sensor signal increase in Huh7, primary screen, miR-122 inhibitor project, cell-based, single point, plate reader | hit rate 0.3% among 340,000 | Huh7 miR-122 Renilla luciferase sensor, 48 h; neutral wells = 0, positive control = 100 | activation (reporter increase), % at 12.5 µM;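 active = mean replicate activation score at least 90 and every replicate individually at or above 90; inconclusive = only one of the two criteria met; inactive = neither criterion met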;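 note: higher luciferase means less miR-122 activity so hits act as miR-122 inhibitors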
# ERAP1 HTS inh: human ERAP1 aminopeptidase inhibitors, primary screen, biochemical, single point, plate reader | hit rate 0.15% among 340,000 | recombinant ERAP1, Leu-AMC fluorescence, 60 min | inhibition, % at 10.7 µM;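 active = mean replicate inhibition of at least 30%, or all replicates individually reaching that 30% level; inactive = mean below 30% and not every replicate reaching it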;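 note: 0% = neutral control wells and 100% = L-leucinethiol positive control wells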
# ERp5 inh: inhibitors of ERp5-driven insulin aggregation, primary screen, biochemical, turbidity, absorbance 650 nm, single point; Protein disulfide-isomerase A6 (Homo sapiens), Q15084; 90 min; inhibition, % at 9.99 µM; hit rate 0.05% among 350,000; AID 651711, 2012;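 active = mean replicate inhibition above about 25%, with every replicate also reaching it, limit read from the data, passing the limit was not always enough; inconclusive = only one of those two criteria met; inactive = neither criterion met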
# Target sequence (Q15084 whole entry, looked up): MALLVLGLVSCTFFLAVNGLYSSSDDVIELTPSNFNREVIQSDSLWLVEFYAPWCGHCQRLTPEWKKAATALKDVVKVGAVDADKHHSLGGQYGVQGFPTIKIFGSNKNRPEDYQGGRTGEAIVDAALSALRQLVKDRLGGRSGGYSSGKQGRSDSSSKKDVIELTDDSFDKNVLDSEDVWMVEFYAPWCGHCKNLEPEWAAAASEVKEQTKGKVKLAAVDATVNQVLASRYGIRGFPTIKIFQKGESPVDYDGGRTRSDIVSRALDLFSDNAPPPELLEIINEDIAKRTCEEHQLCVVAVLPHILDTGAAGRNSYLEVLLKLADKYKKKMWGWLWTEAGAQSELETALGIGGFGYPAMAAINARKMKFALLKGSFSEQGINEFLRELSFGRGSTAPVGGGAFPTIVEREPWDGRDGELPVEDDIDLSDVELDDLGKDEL
# DENV2 CPE rescue: inhibitors of DENV2 cytopathic effect, primary screen, cell-based, plate reader, single concentration; DENV2-infected cells, cytopathic effect rescue; CPE inhibition, % at 9.99 µM; hit rate 1.7% among 350,000; AID 651640, 2012; in the data active = CPE inhibition above about 20%, passing the limit was not always enough; inconclusive = no clear call, values can overlap the other calls; tested in BHK-21 cells;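 note: 0% = median of neutral control wells and 100% = median of positive control wells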
# SIRT5 block: SIRT5 desuccinylase inhibitors, primary screen, biochemical, fluorescence imaging, single point, set 5; NAD-dependent protein deacylase sirtuin-5, mitochondrial (Homo sapiens), Q9NXA8; Purified SirT5, succinyl-peptide AMC, trypsin-coupled fluorescence; inhibition, % at 15 µM; hit rate 1.1% among 330,000; AID 652115, 2013; in the data active = inhibition above about 15%; inconclusive = no clear call, values can overlap the other calls
# Target sequence (Q9NXA8 whole entry, looked up): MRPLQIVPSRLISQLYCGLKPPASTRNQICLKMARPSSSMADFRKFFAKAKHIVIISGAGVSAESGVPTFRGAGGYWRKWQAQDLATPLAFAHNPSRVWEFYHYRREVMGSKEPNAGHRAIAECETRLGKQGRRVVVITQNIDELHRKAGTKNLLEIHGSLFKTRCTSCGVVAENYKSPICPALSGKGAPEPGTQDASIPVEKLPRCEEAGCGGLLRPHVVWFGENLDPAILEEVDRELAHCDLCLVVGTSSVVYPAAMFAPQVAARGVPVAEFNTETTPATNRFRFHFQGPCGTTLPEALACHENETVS
# F508del corr: F508del CFTR correction, initial screen, CFBE line, single point; AID 720511, 2013; CFBE cells, YFP halide quenching; stimulated with forskolin plus potentiator P3; % fluorescence drop versus neutral controls; hit rate 0.36% among 350,000; activity (quench increase), % at 7.58 µM;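 active = mean added fluorescence quench of at least 8% versus neutral control, with both replicates also reaching 8%; inconclusive = only one of the mean or replicate conditions met; inactive = mean below 8% and not both replicates reaching 8%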;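 note: cells transiently co-express mutant CFTR-F508del with the halide-sensitive YFP; corrector assay measuring rescue of mutant channel to the surface after 24 h compound exposure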
# Casp6 inh: human caspase-6 inhibitors, primary screen, biochemical, VEID-R110 fluorescence, single point, set 2. P55212. purified caspase-6, Z-VEID-R110 cleavage fluorescence. inhibition, % at 12.5 µM. hit rate 0.53% among 350,000. AID 686996, 2013;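 active = mean inhibition across replicates at least about 35%, with every replicate also reaching that limit, limit read from the data; inconclusive = only one of the two criteria met; inactive = neither criterion met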;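 note: 0% = median of neutral control wells and 100% = no fluorescence left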
# Target sequence (P55212 24-179 limits assumed): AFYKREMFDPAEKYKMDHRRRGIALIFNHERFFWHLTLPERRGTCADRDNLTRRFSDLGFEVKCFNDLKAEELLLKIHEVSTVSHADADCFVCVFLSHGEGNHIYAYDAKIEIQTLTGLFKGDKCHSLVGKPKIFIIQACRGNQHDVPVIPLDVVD
# Target sequence (P55212 194-293 limits assumed): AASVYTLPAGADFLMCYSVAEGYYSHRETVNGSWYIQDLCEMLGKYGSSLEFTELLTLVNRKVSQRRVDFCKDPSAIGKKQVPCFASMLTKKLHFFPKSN
# Numbers without * were called inactive; ? = inconclusive; . = no result given; [ ] = another dose, or the depositor's remark.
item	smiles	miR-122 sensor	ERAP1 HTS inh	ERp5 inh	DENV2 CPE rescue	SIRT5 block	F508del corr	Casp6 inh
1	Cc1cccc(CN2CCc3c([nH]c4ccccc34)C2)c1	.	-2	0	-7	3	-1.1	-8
2	CC(=O)Nc1ccc(NC(=O)C(C)Sc2nc3ccccc3c(=O)n2CC2CCCO2)cc1 (stereo not given)	.	2	-1	-4	-2	0.3	1
3	C[C@@H]1CCCCO[C@@H](CN(C)C(=O)CCC(F)(F)F)[C@@H](C)CN([C@H](C)CO)C(=O)c2cc(NC(=O)Nc3ccc4c(c3)OCO4)ccc2O1	0[16.7 µM]	0	-1	42*	2	0.2	1
4	O=C(Nc1nncs1)Oc1ccccc1	13	-4	-10	.	-3	.	-1
5	NC(=O)c1c(NC(=S)Nc2ccccc2)sc2c1CCCC2	-2	-2	7	0	-4	0.2	6
6	C[C@H]1CN([C@@H](C)CO)C(=O)Cc2cc(N(C)C)ccc2O[C@@H]1CN(C)Cc1ccncc1	-6[16.7 µM]	6	0	-4	4	0.6	0
7	Fc1ccc(N2CCN(c3cnc4ccccc4n3)CC2)cc1	.	-2	0	0	-7	0.0	-1
8	CC1CCCCC1NC(=O)C1CC(=O)N(Cc2ccccc2)C1 (stereo not given)	-2	-1	-6	18	-5	-1.5	-77
9	CC(=O)c1cccc(NC(=S)NCCCCc2ccccc2)c1	29	2	4	-3	3	-0.9	2
10	COc1cccc(N2CCN(C(=O)CN3C(=O)NC(C)(c4ccc5ccccc5c4)C3=O)CC2)c1 (stereo not given)	-9	2	2	5	-4	0.6	-3
11	CC(C)CCCN1CCN=C1N(C)C	-2	-3	-5	-10	-4	1.8	2
12	Oc1cccc(C2c3[nH]c4ccccc4c3CCN2Cc2ccc3c(c2)CCO3)c1 (stereo not given)	.	-1	2	-5	-4	2.3	-2
13	O=C(Cc1ccccn1)NCC[C@H]1CC[C@H](NS(=O)(=O)c2ccc(F)cc2)[C@H](CO)O1	.	1	1	-1	-3	0.7	0
14	CC(=O)Oc1c(Cl)cc(N(C(C)=O)S(=O)(=O)c2ccccc2)c2ccccc12	7	-2	3	-6	-3	-4.3	2
15	CC(C)(O)CC[C@@H](O)[C@](C)(O)[C@H]1CC[C@@]2(O)C3=CC(=O)[C@@H]4C[C@@H](O)[C@@H](O)C[C@]4(C)C3CC[C@]12C (stereo not given in full)	-20	-4	-3	-6	-7	-0.1	-2
16	C[C@@H]1CCCCO[C@H](CN(C)Cc2ccccc2)[C@@H](C)CN([C@@H](C)CO)C(=O)c2cc(NC(=O)NC3CCCCC3)ccc2O1	0[16.7 µM]	-2	2	-11	1	4.9	2
17	O=C(CCN1CCCCC1)N[C@H]1CC[C@H](CCNS(=O)(=O)c2ccc(Cl)cc2)O[C@@H]1CO	.	2	3	-6	0	-1.1	-3
18	CCN(Cc1ccccc1)C(=O)Cc1ccc(OC)c(S(=O)(=O)N2CCOCC2)c1	8	-1	3	2	2	2.4	-64
19	COc1ccc(S(=O)(=O)N[C@H]2CC[C@H](CC(=O)N3CCN(c4ccccc4)CC3)O[C@H]2CO)cc1	.	2	-2	-7	0	-1.7	1
20	COc1ccccc1N1CCC(N2CCN(CC(C)(C)C)C(CCO)C2)CC1 (stereo not given)	6	-3	-3	-5	0	-0.2	-1
21	Cc1ccc(N(CCO)C(=S)Nc2ccccc2)cc1	0	2	5	-6	0	1.6	0
22	O=C(C[C@@H]1CC[C@H](NC(=O)Nc2ccc3c(c2)OCO3)[C@H](CO)O1)NCc1ccc(F)cc1	.	-1	-1	-3	-4	0.0	-4
23	Cc1cccc(C(=O)OCC(=O)Nc2c(C)n(C)n(-c3ccccc3)c2=O)c1	-5	-3	-7	-2	0	1.4	-2
24	c1ccc(Sc2ccccc2CN2CCCC2)cc1	6	1	8	5	-5	0.0	-2
25	CCn1c(CC(=O)Nc2cccc(Cl)c2Cl)nnc1SCCOc1ccc(OC)cc1	-6	10	-10	0	-4	1.2	-1
26	COc1ccccc1N(CC(=O)NCC1CCCO1)C(=O)CCC(=O)Nc1cc(C)on1 (stereo not given)	-2	-3	-7	-3	.	2.2	-2
27	O=C(CCn1c(=O)oc2ccccc21)N1CCN(c2ccc(F)cc2)CC1	0	4	3	10	6	-2.0	-1
28	COc1ccc(CCNC(=O)COC(=O)C23CC4CC(CC(Br)(C4)C2)C3)cc1	.	4	-6	2	7	.	1
29	COc1cc(N=Cc2c(O)c3ccccc3oc2=O)c(OC)cc1Cl	12	0	4	1	-1	-2.4	1
30	COc1cccc(C(=O)N[C@H](C(=O)N2CCC[C@H]2C(=O)NCc2ccccc2)c2ccccc2)c1	.	-2	3	-4	-1	0.0	-2
31	COc1ccc(-c2ccc3c(c2)[C@@H]2[C@@H](CCN2C(=O)c2cccc(F)c2)[C@@H](CO)N3)cc1	-12[16.7 µM]	-1	1	-12	1	0.6	0
32	Cc1cc(C)c(C(=O)N2CCCC(Nc3ccc(C)c(C)c3)C2)o1 (stereo not given)	-2	0	4	2	-2	-1.9	1
33	CCn1c(-c2c[nH]c3ccccc23)n[nH]c1=S	.	0	5	6	-3	-1.9	-3
34	O=C(N[C@H]1CC[C@H](CC(=O)N2CCc3ccccc3C2)O[C@H]1CO)C1CC1	.	1	-2	2	3	-3.0	6
35	CC(C)NC(=O)Nc1ccc2c(c1)C(=O)N([C@H](C)CO)C[C@H](C)[C@@H](CN(C)S(=O)(=O)c1ccc(Cl)cc1)OCCCC[C@@H](C)O2	-5[16.7 µM]	1	-3	11	5	-0.8	-2
36	CN(C)C(=O)c1ccc(-c2ccc([C@@H]3[C@@H](CO)N4C(=O)CN(C(=O)C5CC5)C[C@H]34)cc2)cc1	.	-2	3	11	5	0.3	-1
37	Cc1ccc(NC(=O)CN(C)Cc2cc(=O)n3ccsc3n2)cc1	4	-2	-14	-10	-4	1.5	0
38	CC(C)NC(=O)c1onc(CSc2ccc(Cl)cc2)c1C(=O)O	.	-2	-11	0	.	-2.0	0
39	CO[C@H]1CN(C)C(=O)c2ccc(NC(=O)C3CC3)cc2OC[C@@H](C)N(Cc2cccnc2)C[C@H]1C	.	0	4	-3	-2	3.5	-2
40	CCS(=O)(=O)Nc1ccc2c(c1)C(=O)N(C)[C@H]1CC[C@@H](CC(=O)N3CCOCC3)O[C@@H]1CO2	-4[16.7 µM]	1	3	8	-1	2.1	-1
41	O=C(O)CCSc1nc2ccccc2n1-c1ccccc1	3	1	-5	0	-9	4.1	-3
42	COc1ccccc1NC(=O)NCCN1C(=O)C2C3C=CC(C3)C2C1=O (stereo not given)	.	.	5	4	.	-3.2	-1
43	CC(C)C[C@H]1CNC(=O)C(=O)N1CC1CCN(CCc2ccccc2)CC1	1	5	-4	-7	-2	-2.7	7
44	CCCCc1ccc(-c2csc(/C(C#N)=C/c3ccco3)n2)cc1	-8	-2	1	2	-5	-1.4	22
45	CC(C)C(=O)NC(c1cccc([N+](=O)[O-])c1)c1ccc2cccnc2c1O (stereo not given)	-41	1	1	-6	-6	-12	-5
46	Cc1ccc(-n2nnnc2SCC(=O)N(CC(C)C)c2c(N)n(CC(C)C)c(=O)[nH]c2=O)cc1	.	-3	4	-2	-9	1.1	3
47	CC1(C)CC(=O)C=C(c2ccc(COC(=O)c3cccc(C(F)(F)F)c3)cc2)C1=O	-4	-1	4	18	-2	-1.6	4
48	COc1ccc(NC(=O)N(C)C[C@H]2OCCCC[C@@H](C)Oc3ccc(NS(=O)(=O)c4ccccc4)cc3C(=O)N([C@@H](C)CO)C[C@@H]2C)cc1	-5[16.7 µM]	2	2	-8	6	-0.3	1
49	O=C1c2cccc3c([N+](=O)[O-])ccc(c23)C(=O)N1CCc1ccccn1	-9	0	1	-10	-1	-2.0	1
50	C[C@@H]1CCCCO[C@H](CN(C)C)[C@H](C)CN([C@H](C)CO)C(=O)c2cc(NC(=O)Nc3ccc4c(c3)OCO4)ccc2O1	-2[16.7 µM]	-3	1	10	-2	0.7	-2
51	CN(C)C(=O)C[C@@H]1CC[C@H]2[C@@H](COC[C@@H](O)CN2C(=O)C2CCOCC2)O1	1[16.7 µM]	-2	-5	-4	-3	-0.3	-1
52	C[C@H]1CN([C@@H](C)CO)C(=O)c2cc(NC(=O)NC3CCCCC3)ccc2O[C@@H]1CN(C)S(=O)(=O)c1ccccc1	1[16.7 µM]	1	-1	-9	-1	-3.0	-4
53	CN(C)C(=O)c1cccc(-c2cccc(-c3nc(C(=O)N4CCCCC4)cc4c3[C@H](CCO)N([S@@](=O)C(C)(C)C)C4)c2)c1	.	2	-1	-1	-2	1.4	1
54	CC(=O)c1ccc(N2CCN(C(=O)COc3ccc4ccccc4c3)CC2)cc1	-5	0	-1	6	.	2.7	-3
55	CCCN(CCC)c1nc(C#N)nc(N(CCC)CCC)n1	.	0	2	6	0	4.7	1
56	COC(=O)[C@@H](NC(=O)N1CCN(C(=O)C2COc3ccccc3O2)CC1)C(C)C (stereo not given in full)	-1	-3	0	2	-4	-1.9	-3
57	COc1cc(/C=C2\N=C(C)OC2=O)cc(Cl)c1OC(C)=O	-8	4	-1	-5	6	-1.6	8
58	C[C@@H]1CN([C@H](C)CO)S(=O)(=O)c2ccc(C#Cc3ccccc3)cc2O[C@H]1CN(C)C(=O)Cc1ccccn1	1[16.7 µM]	0	3	-9	5	4.3	2
59	COc1ccc(-c2coc3cc(OC4OC(CO)C(O)C(O)C4O)ccc3c2=O)cc1 (stereo not given)	-1	2	-1	0	-1	-0.1	0
60	O=C(N[C@H](C(=O)N1CCC[C@H]1C(=O)NCc1ccccc1)c1ccccc1)C1CCCC1	.	2	5	-11	1	-1.3	-3

# The listing continues:
item	smiles	miR-122 sensor	ERAP1 HTS inh	ERp5 inh	DENV2 CPE rescue	SIRT5 block	F508del corr	Casp6 inh
61	CCS(=O)(=O)N1Cc2cc(C(=O)N(C)C)nc(-c3cccc(-c4ccc(C#N)cc4)c3)c2[C@H]1CCO	.	2	8	20*	.	0.8	-2
62	Cc1ccc(CCNC(=O)CS(=O)Cc2nc(-c3cccc(C)c3)oc2C)cc1 (stereo not given)	2	4	8	20	-4	5.8	3
63	Cc1ccc(SCC(=O)Nc2ccccc2C(=O)N2CCOCC2)cc1	.	3	5	-4	.	.	-1
64	CC1(C)C2CC=C(/C=N/NC(=O)C3CC3)C1C2 (stereo not given)	.	1	1	1	0	-0.6	2
65	CCCCN1C(=O)C(=O)NC[C@@H]1C(C)O (stereo not given in full)	2	3	2	6	0	-0.2	0
66	C[C@@H]1CN([C@H](C)CO)C(=O)c2cc(NS(=O)(=O)c3cccs3)ccc2O[C@@H](C)CCCCO[C@H]1CN(C)C(=O)Nc1ccc(F)cc1	-1[16.7 µM]	0	?	-8	10	2.4	2
67	CCOc1cccc(-c2c(C(=O)N/N=C/c3ccc(Br)cc3)nnn2-c2nonc2N)c1	-7	-1	-3	47*	-7	1.0	-2
68	Cc1ccc(S(=O)(=O)N2CCN(C(=O)CSc3ccc(Cl)cc3)CC2)cc1	2	0	3	0	-2	0.9	-1
69	Cc1ccc(C(=O)NC2CCCCNC2=O)cc1 (stereo not given)	-3	1	-3	1	.	-2.0	-2
70	CCC(=O)Nc1ccc2c(c1)C(=O)N(C)C[C@H](OC)[C@H](C)CN(Cc1cccnc1)[C@H](C)CO2	-1[16.7 µM]	.	3	3	-4	-3.0	.

# In the list so far, these contain a nitro group on carbon.
item	smiles	miR-122 sensor	ERAP1 HTS inh	ERp5 inh	DENV2 CPE rescue	SIRT5 block	F508del corr	Casp6 inh
45	CC(C)C(=O)NC(c1cccc([N+](=O)[O-])c1)c1ccc2cccnc2c1O (stereo not given)	-41	1	1	-6	-6	-12	-5
49	O=C1c2cccc3c([N+](=O)[O-])ccc(c23)C(=O)N1CCc1ccccn1	-9	0	1	-10	-1	-2.0	1
